GLP1R ag = qHTS of GLP-1 Receptor Agonists; HEK293 GLP-1R CRE-luciferase, luminescence, 4-6 h; cells express a hypersensitive GLP-1R form; AID 624172, 2012; Potency, µM (highest dose often 45.6 µM), for the others: at the top dose activation, usual class: activators; 0.007% of 380,000 active; Glucagon-like peptide 1 receptor (Homo sapiens), P43220; also: potency is read from the fitted curve at half-maximal effect; % of control where 0% means no effect
Target sequence (P43220 whole entry, looked up): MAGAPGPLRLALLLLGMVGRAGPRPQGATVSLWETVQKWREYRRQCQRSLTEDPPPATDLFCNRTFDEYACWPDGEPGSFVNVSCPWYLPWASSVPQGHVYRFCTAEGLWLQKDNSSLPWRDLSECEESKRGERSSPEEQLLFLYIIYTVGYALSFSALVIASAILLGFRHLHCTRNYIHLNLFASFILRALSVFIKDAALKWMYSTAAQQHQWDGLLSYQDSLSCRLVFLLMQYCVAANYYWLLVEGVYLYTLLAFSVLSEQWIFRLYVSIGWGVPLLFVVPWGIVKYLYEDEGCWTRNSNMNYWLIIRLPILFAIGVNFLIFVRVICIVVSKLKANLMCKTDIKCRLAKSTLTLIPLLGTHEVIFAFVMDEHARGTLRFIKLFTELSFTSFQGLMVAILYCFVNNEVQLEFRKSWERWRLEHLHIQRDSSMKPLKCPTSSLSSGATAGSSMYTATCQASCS
aSyn yeast inh = qHTS of alpha-syn Inhibitors | Yeast expressing alpha-synuclein, growth rescue, BacTiter-Glo, 24 h | Potency, µM (highest dose often 46.1 µM), for the others: at the top dose growth rescue (activation), hits mostly activators | 0.14% of 370,000 active | AID 652106, 2013; also: potency is read from the fitted curve at half-maximal effect; % of control where 0% means no effect; nearly all actives have a fitted effect of over 65% in size
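Readout is rescue of growth in alpha-synuclein-expressing yeast, so inhibitors of toxicity appear as activators. Growth after 24 hr at 30 deg C in galactose medium is quantified by luminescence.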
DRD3 antagonist = qHTS of D3 Dopamine Receptor Antagonist: qHTS | D(3) dopamine receptor (Homo sapiens), P35462 | D3R cells, DiscoveRx beta-arrestin luminescence, antagonist mode; stronger effect = lower value | max response, negative = inhibition, % | 2.5% of 360,000 active; in the data active = max response below about -50%; inconclusive = no clear call, values can overlap the other calls; also: % is scaled to controls: 0 for no effect and ±100 for the full control effect; mostly tested at two doses, the higher about 12 µM
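Cells plated overnight at 1500 cells/well, then exposed to library compounds with dopamine controls for 90 minutes at 37 degrees C. DiscoveRx reagent added for 30–60 minutes at room temperature; luminescence read, quantitative HTS format.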
TDP-43 yeast inh = qHTS of TDP-43 Inhibitors; 1.8% of 410,000 active; Potency, µM (top dose mostly 46.1 µM), without a hit: top-dose growth rescue (activation), most hits filed as activators; TDP-43 expressing yeast growth rescue, BacTiter-Glo, 24 h; also: potency is read from the fitted curve at half-maximal effect; % of control where 0% means no effect; nearly all actives have a fitted effect of over 50% in size
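Readout is BacTiter-Glo luminescence of cell growth, so inhibitors register as activators. TDP-43-expressing yeast at OD600=0.02 in galactose medium, after raffinose pregrowth to mid-log, were incubated with compound for 24 hr at 30 deg C.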
GLP1R inv ag = qHTS of GLP-1 Receptor Inverse Agonists (Inhibition Mode) | Glucagon-like peptide 1 receptor (Homo sapiens), P43220 | HEK293 GLP-1R CRE-luciferase, luminescence, 24 h; GLP-1R form is constitutively active | Potency, µM (highest dose often 38.3 µM), without a hit: at the top dose activity change, negative = inhibition, usual class: inhibitors | 1.6% of 410,000 active; also: potency is read from the fitted curve at half-maximal effect; % is scaled to controls: 0 for no effect and ±100 for the full control effect; nearly all actives have a fitted effect of over 55% in size
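Seeding at 200 cells/uL, 12 h culture, 24 hr compound treatment, then luciferase reagent and a luminescence read; cells are HEK293 stably expressing a constitutively active GLP-1R plus cAMP-responsive luciferase.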
HEK293 tox = qHTS of GLP-1 Receptor Inverse Agonists: Cytotox Screen. 0.13% of 410,000 active. AID 624418, 2012. Potency, µM (titrated, usually from 38.3 µM), for the others: top-dose activity change, negative = inhibition, usual class: inhibitors. HEK293 cAMP-luciferase reporter cells, luminescence, 24 h;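 also: loss of luciferase light is scored as toxicity; potency is read from the fitted curve at half-maximal effect; % is scaled to controls: 0 for no effect and ±100 for the full control effect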
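Quantitative HTS format, 1536 wells, 200 cells/uL seeded. Compounds: 23 nL, 24 h, 37 °C. Detection: luciferase reagent, luminescence at 12 min RT; decreased signal taken as cytotoxic.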
D3 ag = qHTS of D3 Dopamine Receptor Agonist: qHTS; D3R DiscoveRx beta-arrestin cells, luminescence, 90 min; 0.58% of 410,000 active; max activation, %; in the data active = max activation above about 30%; also: 0% is about no effect; mostly tested at two doses, the higher about 12 µM
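Cells at 1500/well, incubated overnight, then treated with pinned compounds (dopamine as control) for 90 min at 37 degrees C. DiscoveRx reagent added for 30 - 60 minutes at room temperature; luminescence read.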
KB-V1 MDR tox = qHTS assay for MDR1-selective chemotherapeutics: Primary screen using the drug-selected MDR subline cells KB-V1; KB-V1 MDR cells viability, CellTiter-Glo, 72 h; Potency, µM (top dose mostly 46.1 µM), inactives show at the top dose activity change, negative = cytotoxicity, most hits filed as cytotoxic; 3.4% of 400,000 active; AID 1347076, 2019; also: potency is read from the fitted curve at half-maximal effect; % is scaled to controls: 0 for no effect and ±100 for the full control effect; nearly all actives have a fitted effect of over 60% in size
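Potencies derive from concentration-effect curves fitted to normalized luminescence (CellTiter-Glo) of KB-V1 cells treated for 72 h at 37 degrees C in phenol-red-free DMEM containing 10% FBS.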
PTHR1 agonist = qHTS for PTHR1 Agonists: Primary Screen. Parathyroid hormone/parathyroid hormone-related peptide receptor (Homo sapiens), Q03431. HEK293 GP2 PTHR1 cells, GloSensor cAMP luminescence, 1 h. Potency, µM (top dose mostly 115 µM), inactives show at the highest dose activation, hits mostly activators. 0.075% of 410,000 active; also: potency is read from the fitted curve at half-maximal effect; nearly all actives have a fitted effect of over 55% in size; some results filed as inactive show a strong effect at the top dose; inactives centre near -15; many of its hits are not listed in these tables
Target sequence (Q03431 whole entry, looked up): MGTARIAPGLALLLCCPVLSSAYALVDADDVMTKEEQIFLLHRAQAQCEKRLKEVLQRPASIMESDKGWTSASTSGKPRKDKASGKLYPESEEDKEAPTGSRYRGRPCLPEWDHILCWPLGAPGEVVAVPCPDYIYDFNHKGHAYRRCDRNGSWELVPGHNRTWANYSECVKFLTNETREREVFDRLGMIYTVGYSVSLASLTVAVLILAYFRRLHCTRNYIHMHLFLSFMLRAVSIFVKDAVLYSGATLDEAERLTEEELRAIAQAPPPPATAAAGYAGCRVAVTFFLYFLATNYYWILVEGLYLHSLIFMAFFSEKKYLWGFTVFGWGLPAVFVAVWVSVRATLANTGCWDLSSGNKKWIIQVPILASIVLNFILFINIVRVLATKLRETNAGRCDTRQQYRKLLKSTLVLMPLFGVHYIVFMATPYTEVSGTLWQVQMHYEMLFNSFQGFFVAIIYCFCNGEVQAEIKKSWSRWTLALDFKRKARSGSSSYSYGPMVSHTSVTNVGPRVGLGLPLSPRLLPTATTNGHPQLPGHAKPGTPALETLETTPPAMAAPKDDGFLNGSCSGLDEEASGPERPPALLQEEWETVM
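HEK-293-derived GP2 cells expressing PTHR1 and a GloSensor cAMP reporter, 3,000/well, plated overnight, given luciferin plus IBMX (each 0.5 mM as added) for 1 h at 37 °C, then compound for 1 h at 37 °C. Luminescence was read after 15 min at room temperature.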
An asterisk follows results filed as active; [ ] = dose if it differs, or a comment. Unless noted, calls follow the shape of the dose curve; as a rule, active = well fitted curve in the direction sought with a large enough effect; inconclusive = small, poorly fitted or top-dose-only effect, or another doubt; inactive = no such curve, though single readings can be large; an effect the other way counts as inactive or inconclusive. Only part of the results is shown (hit frequency here may not be typical).

For CC(=O)Nc1cccc(NC(=O)Cc2nc(-c3ccccc3)sc2-c2ccc(C)cc2)c1 the results were GLP1R ag 9%, aSyn yeast inh 2%, DRD3 antagonist -9, TDP-43 yeast inh -10%, GLP1R inv ag inconclusive, HEK293 tox -5%, D3 ag -1, KB-V1 MDR tox -16% and PTHR1 agonist -21%.
Screening COc1ccccc1-n1cnc2c(c1=O)c1nc3ccccc3nc1n2CCc1ccccc1 returned GLP1R ag -4%, aSyn yeast inh 1%, DRD3 antagonist -5, TDP-43 yeast inh 11%, GLP1R inv ag 13%, HEK293 tox -1%, D3 ag 3, KB-V1 MDR tox -16% and PTHR1 agonist inactive.
`COc1cc(C23CCCN(CCC(C(C)(C)C)C2)C32OCCO2)cc(OC)c1OC` (stereo unspecified) gave GLP1R ag -8%, aSyn yeast inh -8%, DRD3 antagonist -19, TDP-43 yeast inh 14%, GLP1R inv ag inconclusive, HEK293 tox -4%, D3 ag -1, KB-V1 MDR tox 6% and PTHR1 agonist -15%.
For COCCNc1cc(N2CCN(C3CCCCC3)CC2)c2noc3c2c1C(=O)c1ccccc1-3 the results were TDP-43 yeast inh 9%, GLP1R inv ag 9%, HEK293 tox -1%, D3 ag -15, KB-V1 MDR tox -7% and PTHR1 agonist inactive.
O=C(Nc1ccc2c(c1)[C@@H]1C[C@@H](CC(=O)N3CCOCC3)O[C@@H](CO)[C@@H]1O2)NC1CCCC1 was read as GLP1R ag -4%, aSyn yeast inh 1%, DRD3 antagonist 10, TDP-43 yeast inh 4%, GLP1R inv ag 4%, HEK293 tox 0%, D3 ag 1, KB-V1 MDR tox 8% and PTHR1 agonist inactive.
For COc1nc(/C(N)=N/O)nc(N2CCCCC2)n1 the results were GLP1R ag 9%, aSyn yeast inh -1%, DRD3 antagonist 27, TDP-43 yeast inh -3%, GLP1R inv ag 95%[activator], HEK293 tox -5%, D3 ag -1, KB-V1 MDR tox 2% and PTHR1 agonist inactive.
Screening Cn1c(SCC(=O)NCc2cccs2)nnc1-c1ccco1 returned GLP1R ag 5%, aSyn yeast inh -4%, DRD3 antagonist -2, TDP-43 yeast inh -14%, GLP1R inv ag 0%, HEK293 tox -15%, D3 ag -13, KB-V1 MDR tox 13% and PTHR1 agonist inactive.
For Cc1c(C(=O)OCC(C)C)[nH]c2c1C(=O)CC(c1cccs1)C2 (stereo unspecified) the results were GLP1R ag 1%, aSyn yeast inh 4%, DRD3 antagonist 12, TDP-43 yeast inh 3%, GLP1R inv ag inconclusive, HEK293 tox inconclusive, D3 ag 2, KB-V1 MDR tox inconclusive and PTHR1 agonist -5%[57.5 µM].
COc1ccc(-c2nonc2NC(=O)c2oc3ccc(F)cc3c2C)cc1OC was read as GLP1R ag 4%, aSyn yeast inh 2%, DRD3 antagonist 7, TDP-43 yeast inh 16%, GLP1R inv ag 9%, HEK293 tox -22%, D3 ag -1, KB-V1 MDR tox 2% and PTHR1 agonist inactive.
Screening COc1cc(/C=C/C(=O)OCN2C(=O)c3ccccc3C2=O)ccc1OC(F)F returned GLP1R ag 15%, aSyn yeast inh 19%, DRD3 antagonist 2, TDP-43 yeast inh 20%, GLP1R inv ag 12%, HEK293 tox 1%, D3 ag 3, KB-V1 MDR tox 6% and PTHR1 agonist -41%[inhibitor].
For C/C=C/c1ccc(OCCOc2ccc(C=O)cc2OC)c(OC)c1 the results were GLP1R ag 4%, aSyn yeast inh -1%, DRD3 antagonist 1, TDP-43 yeast inh 26%, GLP1R inv ag -11%, HEK293 tox -9%, D3 ag 2, KB-V1 MDR tox 4% and PTHR1 agonist -22%.
Screening CS(=O)(=O)N1CCN(C(=O)CCC2CCCC2)CC1 returned GLP1R ag -7%, aSyn yeast inh 0%, DRD3 antagonist 10, TDP-43 yeast inh -4%, GLP1R inv ag 2%, HEK293 tox 1%, D3 ag -8, KB-V1 MDR tox 1% and PTHR1 agonist inactive.
`COc1cc(CO)ccc1OCc1nnnn1-c1ccc(C)cc1` gave GLP1R ag 3%, aSyn yeast inh 1%, DRD3 antagonist -2, TDP-43 yeast inh 6%, GLP1R inv ag 7%, HEK293 tox 0%, D3 ag 5, KB-V1 MDR tox -1% and PTHR1 agonist inactive.
`O=c1oc2ccc3ccccc3c2cc1-c1nnc(-c2ccccc2)o1` gave GLP1R ag 8%, aSyn yeast inh 1%, DRD3 antagonist -20, TDP-43 yeast inh -10%, GLP1R inv ag 7%, HEK293 tox 49%[activator], D3 ag 3, KB-V1 MDR tox inconclusive and PTHR1 agonist -21%.
`CCN(CC)c1ccc(NC(=S)NCC2CCCO2)cc1` (stereo unspecified) gave GLP1R ag 11%, aSyn yeast inh -5%, DRD3 antagonist 17, TDP-43 yeast inh -18%[0.397 µM], GLP1R inv ag inconclusive, HEK293 tox inconclusive, D3 ag -5, KB-V1 MDR tox -17% and PTHR1 agonist -9%.
Screening O=C(Cc1ccccc1F)Nc1ccc(S(=O)(=O)N2CCCCC2)cc1 returned GLP1R ag -6%, aSyn yeast inh 6%, DRD3 antagonist 8, TDP-43 yeast inh -6%, GLP1R inv ag inconclusive, HEK293 tox -4%, D3 ag -7, KB-V1 MDR tox 0% and PTHR1 agonist inactive.
`CCc1cccc(NC(=O)c2ccc3c(=O)n4c(nc3c2)CCCCC4)c1` gave GLP1R ag 12%, aSyn yeast inh 2%, DRD3 antagonist -11, TDP-43 yeast inh -15%, GLP1R inv ag inconclusive, HEK293 tox -5%, D3 ag -8, KB-V1 MDR tox inconclusive and PTHR1 agonist -93%[inhibitor].
`O=C(N/C(=C/c1cccs1)C(=O)N1CCOCC1)c1cccs1` gave GLP1R ag -10%, aSyn yeast inh -1%, DRD3 antagonist 4, TDP-43 yeast inh 7%, GLP1R inv ag -8%, HEK293 tox 11%, D3 ag 7, KB-V1 MDR tox 0% and PTHR1 agonist inactive.
CC1=C(C(=O)Nc2ccccc2F)C(c2cccs2)C2=C(CCCC2=O)N1 (stereo unspecified) was read as GLP1R ag 6%, aSyn yeast inh -2%, DRD3 antagonist 23, TDP-43 yeast inh -7%, GLP1R inv ag 7%, HEK293 tox 3%, D3 ag 0, KB-V1 MDR tox 6% and PTHR1 agonist 0%.
`O=C(NC(=S)Nc1ccc(Br)cc1)C1CCC1` gave GLP1R ag -1%, aSyn yeast inh -10%, DRD3 antagonist -26, TDP-43 yeast inh inconclusive, GLP1R inv ag inconclusive, HEK293 tox inconclusive, D3 ag -1, KB-V1 MDR tox 7% and PTHR1 agonist -64%[inhibitor].
`CCOC(=O)Nc1ccc2c(c1)N(C(=O)CN1CCN3CCCC3C1)c1ccccc1CC2` (stereo unspecified) gave GLP1R ag -2%, aSyn yeast inh 5%, DRD3 antagonist -22, TDP-43 yeast inh inconclusive, GLP1R inv ag -13%, HEK293 tox -37%, D3 ag 2, KB-V1 MDR tox 5% and PTHR1 agonist inactive.
Screening COc1ccc(C(OC(=O)c2ccco2)C(=O)NC(C)(C)C)cc1 (stereo unspecified) returned GLP1R ag 1%, aSyn yeast inh 5%, DRD3 antagonist -7, TDP-43 yeast inh 2%, GLP1R inv ag 12%, HEK293 tox -8%, D3 ag -8, KB-V1 MDR tox -8% and PTHR1 agonist inactive.
For Cc1c(C(C)(C)O)[nH]c2ccc(C#N)cc12 the results were GLP1R ag 2%, aSyn yeast inh 9%, DRD3 antagonist 14, TDP-43 yeast inh inconclusive, GLP1R inv ag 1%, HEK293 tox 0%, D3 ag 8, KB-V1 MDR tox inconclusive and PTHR1 agonist -2%.
For CCc1c(C)sc(NC(=O)c2cc(C(C)C)on2)c1C#N the results were GLP1R ag -1%, aSyn yeast inh 2%, DRD3 antagonist -12, TDP-43 yeast inh 3%, GLP1R inv ag inconclusive, HEK293 tox -9%, D3 ag -4, KB-V1 MDR tox 3% and PTHR1 agonist -17%.
COc1ccc2nc(NC(=O)c3ccc(Br)s3)sc2c1 was read as GLP1R ag -9%, aSyn yeast inh -6%, DRD3 antagonist -28, TDP-43 yeast inh 6%, GLP1R inv ag 16%, HEK293 tox -19%, D3 ag -5, KB-V1 MDR tox -15% and PTHR1 agonist -32%[inhibitor].
CCOC(=O)C(NC(=O)CC(C)C)(Nc1sc2c(c1C(N)=O)CCCC2)C(F)(F)F (stereo unspecified) was read as GLP1R ag -1%, aSyn yeast inh 1%, DRD3 antagonist 16, TDP-43 yeast inh 0%, GLP1R inv ag 11%, HEK293 tox 0%, D3 ag 1, KB-V1 MDR tox inconclusive and PTHR1 agonist inactive.
For CCOc1ccc(OCC)c(S(=O)(=O)N2CCC(C)CC2)c1 the results were GLP1R ag 9%, aSyn yeast inh 9%, DRD3 antagonist -17, TDP-43 yeast inh 4%, GLP1R inv ag 0%, HEK293 tox 2%, D3 ag 11, KB-V1 MDR tox 0% and PTHR1 agonist inactive.
Screening C=CCn1c(=O)c2c(C)c(C)sc2n2c(Nc3ccc(OC)cc3)nnc12 returned GLP1R ag 12%, aSyn yeast inh -6%, DRD3 antagonist 14, TDP-43 yeast inh 10%, GLP1R inv ag 112%[activator], HEK293 tox -13%, D3 ag 2, KB-V1 MDR tox -12% and PTHR1 agonist inactive.
